CCR6 antagonist: blocks CCL20-driven beta-arrestin recruitment at human CCR6 | CHO-K1 CCR6 PathHunter beta-arrestin, luminescence, CCL20-stimulated | inhibition, % at 20 µM | actives 0.49% (n = 340,000) | P51684;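 active = compounds whose inhibition of the agonist-driven luminescence signal at 20 µM reaches about 50%, limit read from the data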;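 also: cells stimulated with CCL20 at 14 nM final; plate controls were DMSO with CCL20 for no effect and DMSO without agonist for full effect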
APJ ag: agonists of human APJ apelin receptor. actives 0.11% (n = 330,000). P35414. activation, % at 20 µM. CHO-K1 APJ PathHunter beta-arrestin, luminescence; 0% DMSO wells, 100% apelin;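 active = activation more than six SD over the plate average, tested at 20 µM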;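 also: 0% = DMSO alone and 100% = apelin-13 at 10 nM; some results filed as inactive read as strong as hits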
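Assay system: CHO-K1 cells stably expressing ProLink-tagged human APJ and arrestin–beta-gal acceptor. Compound dosing: 20 µM single point, 1% DMSO. Times: 16-18 h seeding, 90 min dark compound exposure, 60 min detection. Detection: beta-gal luminescence. Evaluation: APJ–arrestin association signal. Controls: negative DMSO alone, positive Apelin-13 at 10 nM.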
APJ antagonist: antagonists of human APJ apelin receptor | inhibition, % at 20 µM | actives 0.32% (n = 330,000) | CHO-K1 APJ beta-arrestin complementation, luminescence | P35414;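 active = inhibition above about 40% at 20 µM, limit read from the data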;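 also: cells challenged with 10 nM apelin-13 agonist together with compound; plate controls were apelin-13 plus DMSO wells for no effect and DMSO wells lacking apelin-13 for full effect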
Gli-Sufu antag: blocks Gli-Sufu signaling in a luciferase reporter | Sufu-KO-LIGHT fibroblasts, Gli luciferase reporter luminescence | inhibition, % at 5 µM | actives 0.74% (n = 340,000);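 active = inhibition above about 55%, limit read from the data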;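 also: 0% = DMSO-treated cells and 100% = wells with medium but no cells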
CXCR6 block: CXCR6 (human) receptor inhibition; AID 602244; actives 0.36% (n = 360,000); CHO-K1 PathHunter CXCR6 beta-arrestin, luminescence; inhibition, % at 20 µM; in the data active = inhibition above about 34%, passing the limit was not always enough;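 also: antagonist mode with CXCL16 agonist at 10 nM final; 0% = 10 nM CXCL16 with DMSO and 100% = unstimulated wells without agonist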
UBC13 polyUb: human UBC13 polyubiquitination inhibition | P61088 | UBC13 polyubiquitin chain formation, TR-FRET | inhibition, % at 20 µM | actives 0.47% (n = 330,000); in the data active = inhibition above about 45%, passing the limit was not always enough; inconclusive = no clear call, values can overlap the other calls
Target sequence (P61088 whole entry, looked up): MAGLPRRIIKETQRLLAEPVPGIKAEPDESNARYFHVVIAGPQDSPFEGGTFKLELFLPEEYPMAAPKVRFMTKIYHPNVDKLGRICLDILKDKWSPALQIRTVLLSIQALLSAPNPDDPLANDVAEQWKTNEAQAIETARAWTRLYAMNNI
EBI2 antag: EBI2 (human) antagonism; EBI2 beta-arrestin recruitment, luminescence, 7a,25-OHC stimulated; AID 651636; P32249; inhibition, % at 5 µM; actives 0.81% (n = 360,000); in the data active = inhibition above about 38%;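 also: enzyme fragment complementation signal reports receptor beta-arrestin coupling in cells; 0% = agonist plus DMSO wells and 100% = wells without agonist; some results beyond the cut were filed as inactive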
Target sequence (P32249 whole entry, looked up, the tested form may be a part): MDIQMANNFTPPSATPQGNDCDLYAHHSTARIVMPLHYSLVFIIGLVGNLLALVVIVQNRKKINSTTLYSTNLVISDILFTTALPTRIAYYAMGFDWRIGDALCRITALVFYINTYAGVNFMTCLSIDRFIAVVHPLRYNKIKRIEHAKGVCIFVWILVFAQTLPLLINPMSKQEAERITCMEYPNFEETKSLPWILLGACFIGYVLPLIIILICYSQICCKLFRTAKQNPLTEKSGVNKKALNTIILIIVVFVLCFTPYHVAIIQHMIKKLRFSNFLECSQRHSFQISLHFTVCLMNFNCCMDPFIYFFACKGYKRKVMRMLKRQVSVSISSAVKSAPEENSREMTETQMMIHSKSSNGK
ATG4B inhibitor: blocks human ATG4B protease cleavage of LC3 substrate; actives 0.51% (n = 340,000); ATG4B cleavage of LC3-PLA2, NBD-HPC fluorescence, 1 h; inhibition, % at 8.33 µM; Q9Y4P1; in the data active = inhibition above about 40%
Target sequence (Q9Y4P1 whole entry, looked up): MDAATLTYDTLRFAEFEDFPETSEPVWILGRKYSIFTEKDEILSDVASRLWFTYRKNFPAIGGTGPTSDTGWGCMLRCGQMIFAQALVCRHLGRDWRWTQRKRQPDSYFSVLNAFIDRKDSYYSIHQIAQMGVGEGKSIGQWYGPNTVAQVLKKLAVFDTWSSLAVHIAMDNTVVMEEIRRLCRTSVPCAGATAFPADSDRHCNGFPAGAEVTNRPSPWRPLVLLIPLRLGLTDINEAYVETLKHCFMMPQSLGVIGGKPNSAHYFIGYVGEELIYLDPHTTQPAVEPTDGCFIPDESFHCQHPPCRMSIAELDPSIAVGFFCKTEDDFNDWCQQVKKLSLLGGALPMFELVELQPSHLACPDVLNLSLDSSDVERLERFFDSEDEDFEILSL
* hit, by the source's call; ? = inconclusive; / = no result given.

Structure	APJ ag	ATG4B inhibitor	APJ antagonist	CXCR6 block	Gli-Sufu antag	EBI2 antag	UBC13 polyUb	CCR6 antagonist
O=C(c1ccccc1Cl)N(Cc1ccc(Br)cc1)N1C(=O)CCC1=O	-2	-5	-13	-7	8	-3	12	-8
CN1CCN(C(=O)N2CCNC2=O)CC1	-5	-7	-2	0	1	-6	-14	-5
CC(C)Oc1ccc2c(c1)OC(c1ccccc1)(C(F)(F)F)NC2=O (configuration not stated)	2	8	9	-3	-7	6	11	6
NC1=NC2(CCCCC2)N(c2ccc(F)cc2)C(N)=N1	5	5	12	2	-17	7	4	1
C[C@@H]1C(=O)O[C@H]2CC34[C@H]5C[C@@H](C(C)(C)C)[C@]36[C@@H](OC(=O)[C@@H]6O)O[C@@]4(C(=O)O5)[C@]21O (some centres not stated)	4	6	1	3	-7	-5	-11	9
CCC(=O)N1N=C(c2c(O)n(C)c(=O)n(C)c2=O)CC1c1ccccc1 (configuration not stated)	-5	-5	-5	3	2	-10	?	24
Cc1cccc(N2CCN(C(=O)CCNS(=O)(=O)c3ccc4c(c3)CCC(=O)N4)CC2)c1C	1	-5	-8	-10	16	3	3	2
COc1ccc(-n2nc(C(=O)NCC(=O)N(C)Cc3ccccc3)c3ccccc3c2=O)cc1	1	-2	15	10	2	-14	10	14
COc1cccc(NC(=O)Cc2cccs2)c1	-2	-2	11	12	-7	0	5	6
N#C/C(=C\c1cc([N+](=O)[O-])c(N2CCOCC2)cc1N1CCOCC1)c1nc2ccccc2[nH]1	-3	-22	22	29	15	0	-118	22
CCCN(CCC)CCCNc1ccc2nnc(-c3ccc(F)cc3)n2n1	-2	-5	10	4	3	1	7	3
Cc1cc(=O)n2c3ccccc3n(CC(O)CN3CCCC3)c2c1C#N (configuration not stated)	-4	-7	-4	5	9	-2	5	12
Cc1cccc(/C(N)=N/OC(=O)c2ccc(F)cc2)c1	5	2	-52	-7	-95	11	-15	-5
CCOC(=O)C(Cc1ccc(OC)c([N+](=O)[O-])c1)NC(=O)CCC(=O)Nc1ccc(C)cc1 (configuration not stated)	0	-3	16	4	6	-7	-4	6
O=C(O)CC1c2ccccc2S(=O)(=O)N1Cc1ccccc1 (configuration not stated)	-3	5	9	-1	-1	-7	-2	4
CCN(CC(=O)NCCN1CCOCC1)S(=O)(=O)c1ccc(F)cc1	-1	2	4	-9	15	9	1	9
Cc1cc(C)c(S(=O)(=O)N2CCCCC2C(=O)O)c(C)c1 (configuration not stated)	-2	-11	4	16	-9	-1	6	2
CO/N=C/C(C#N)=C/c1ccc(OC)c(OC)c1	1	-1	-2	-1	4	1	-2	2
CCN(CC)CCNC(=O)c1ccccn1	1	3	-14	-4	-6	1	-3	5
Nc1c(C(=O)NCCN2CCOCC2)c2nc3ccccc3nc2n1-c1ccc2c(c1)OCO2	-3	-24	-5	2	0	11	-10	8
CCOc1ccc(NC(=O)CSc2ccc(-c3ccccn3)nn2)cc1	-1	-10	8	-2	-14	-2	-5	-6
CC(C)c1cc(C(=O)NCCc2ccccc2)no1	-3	2	-1	-4	-62	-5	16	-3
CCOC(=O)Nc1ccc2c(CN3CCC(C(=O)OC)CC3)cc(=O)oc2c1	0	6	6	-4	6	-2	3	6
CC1CCc2nc(NC(=O)Nc3ccc4c(c3)OCO4)sc2C1 (configuration not stated)	-2	9	0	10	-84	23	2	9
Cc1cccc(C(C#N)c2ccc(Cl)nn2)c1 (configuration not stated)	0	3	8	1	9	5	8	7
CCSc1nc2ccc(N3C(=O)C4C5C=CC(C5)C4C3=O)cc2s1 (configuration not stated)	-1	9	-8	3	-21	-20	-5	2
CCOc1cc2c(cc1OCC)CN(C(=O)c1cccc(S(=O)(=O)N3CCCC3)c1)CC2	-5	-11	12	2	-2	-5	-1	5
CC1(C)C2CCC1(CS(=O)(=O)N1CCCC1C(=O)O)C(=O)C2 (configuration not stated)	-1	2	12	1	2	0	16	3
Nc1cc(-c2nc3ncccc3o2)ccc1Cl	-2	5	7	4	-75	-20	8	2
C/C(=C/C=N/Nc1nc(N2CCCCC2)nc(N2CCCCC2)n1)c1ccccc1	-1	-12	14	-4	3	23	-4	-6

Whole records, looked up by structure.
CCOc1cc2c(cc1OCC)CN(C(=O)c1cccc(S(=O)(=O)N3CCCC3)c1)CC2 is listed as APJ ag = -5; ATG4B inhibitor = -11; APJ antagonist = 12; CXCR6 block = 2; Gli-Sufu antag = -2; EBI2 antag = -5; UBC13 polyUb = -1; CCR6 antagonist = 5
CC(C)c1cc(C(=O)NCCc2ccccc2)no1 is listed as APJ ag = -3; ATG4B inhibitor = 2; APJ antagonist = -1; CXCR6 block = -4; Gli-Sufu antag = -62; EBI2 antag = -5; UBC13 polyUb = 16; CCR6 antagonist = -3

(cont.)
Structure	APJ ag	ATG4B inhibitor	APJ antagonist	CXCR6 block	Gli-Sufu antag	EBI2 antag	UBC13 polyUb	CCR6 antagonist
Cc1cc(/C=C2\SC(=S)NC2=O)c(C)n1-c1cccc(O)c1	1	17	-3	12	-51	1	1	36
Cc1nnc(C)n1/N=C/c1ccc(-c2ccccc2Cl)o1	-1	7	4	3	8	-13	-10	-9
Cc1ccc(Cl)cc1NC(=O)COC(=O)CSc1ccccc1	0	-3	-9	2	8	6	-6	1
CCn1nc(C)c(NC(=O)CC23CC4CC(CC(C4)C2)C3)c1C	0	-3	16	-2	1	-13	-6	-7
Oc1ccc2ccccc2c1C=Nc1ccc(Cl)cn1	-1	4	-3	-11	-34	-4	-6	6
COc1ccc(NC(=O)c2cc3ccccc3oc2=O)c(OC)c1	-2	-1	4	4	5	-6	-27	16
COC(=O)Nc1sc2c(c1C(=O)N1CCOCC1)CCC(C)C2 (configuration not stated)	-5	3	6	10	15	-1	13	-5
Cc1cn2nc(N)c3ccccc3c2n1	0	-6	10	4	3	-5	9	0
CC1=NNC(=O)C1C(c1cccc(O)c1)C(C#N)C#N (configuration not stated)	-1	0	-26	-3	4	4	-14	1
CC(C)OC(=O)c1c(NC(=O)CCn2nnc3ccccc32)sc2c1CCCC2	-3	-6	6	7	11	10	-15	1
COc1ccc(-c2nc3ccc(N4CCCC4)cc3c(=O)[nH]2)cc1OC	3	7	-9	-9	9	8	-11	2
CCOC(=O)c1ccc(COc2ccc(C(C)C)cc2)o1	1	-5	1	5	-120	5	3	20
COc1cc(-c2ccc3c(=O)c4ccccc4sc3c2)cc(OC)c1OC	-2	-2	1	-6	-2	44*	26	-8
O=C(CSc1nccc(-c2cccs2)n1)Nc1ccc(Cl)cc1	4	-8	-28	3	0	-4	2	8
O=C(COC(=O)c1ccc(F)cc1)NC1CC1	-5	-5	-19	-2	-9	-11	-10	-1
Cc1ccccc1S(=O)(=O)Cc1ccc(C(=O)NCCN(C)Cc2ccccc2)o1	-3	3	0	2	14	-9	0	13
CN(CC(O)Cn1c2ccccc2c2ccccc21)S(C)(=O)=O (configuration not stated)	-3	-10	-1	-16	3	-1	-1	-5
CCCCNC(=O)CSc1nc2ccccc2c(=O)n1C1CCCC1	-4	7	3	7	9	9	9	2
Cc1cc(C)n2nc(SCC(=O)Nc3ccc(O)cc3)nc2n1	4	2	4	-2	-3	-7	-1	8
CN=C(NC)SC1CC(=O)N(c2ccccc2)C1=O (configuration not stated)	-1	0	-23	3	10	0	5	-4
Cc1cccc(C)c1NC(=O)CN1C(=O)N(C)Cc2ccccc21	-2	-3	3	3	-6	6	-7	22
Cc1noc(C)c1CSc1nc2ccccc2nc1NS(=O)(=O)c1ccc(Cl)cc1	3	8	-22	-5	21	-7	22	-3
O=[N+]([O-])c1ccc(O)c(-c2cc(C(F)(F)F)nc(-c3ccccc3)n2)c1	0	1	34	15	88*	10	-2	18
N/C(=N\OC(=O)CCCOc1ccccc1)c1ccc(Br)cc1	3	-3	-6	4	30	0	1	-11
CCOc1cc(N2CCOCC2)c(OCC)cc1NC(=O)c1cccc(S(=O)(=O)N2CCOCC2)c1	0	-2	8	-4	8	4	-16	2
COCC(C)N1CC(O)=C(c2nc(-c3ccc(Cl)cc3)cs2)C1=N (configuration not stated)	-1	-17	-15	-4	9	10	9	-5
Cc1ccc(NC(=O)Cn2c(=O)n(Cc3ccco3)c(=N)c3c4c(sc32)COC(C)(C)C4)cc1	0	-12	5	-1	4	-9	-3	30
Cc1cc(C)n(C(C)CC(=O)Nc2ccc(-c3ccno3)cc2)n1 (configuration not stated)	-2	7	-5	-4	56*	-19	-10	3
Cc1cccc(C)c1NC(=O)NC1(C(=O)NCCN2CCOCC2)CCCCC1	0	-4	-11	-4	-2	-6	-1	-3
CCOc1ccccc1N1CCN(C(=O)Nc2ccc(F)c(Cl)c2)CC1	-4	20	-1	-18	10	16	6	-1
O=C(/C=C/c1ccc(O)c(O)c1)OC(Cc1ccc(O)c(O)c1)C(=O)O (configuration not stated)	-1	-28	-77	6	-1	-1	-1	11
C=CCNC(=S)N/N=C/c1ccc(C)s1	-1	-4	-9	-4	-11	-5	-15	5
CNC(=S)N/N=C(\C)c1ccc(N2CCOCC2)cc1	/	0	/	-9	68*	-7	/	19
CCN(CC)S(=O)(=O)c1ccc(C)c(NC(=O)COC(=O)CCC(=O)c2cccs2)c1	-3	-10	4	10	2	-3	6	13
Cc1cc(=O)oc2cc(OCC(=O)NC3CCCC3)ccc12	-3	-9	-47	-5	-1	-10	-3	7
COC(=O)c1c(C)[nH]c(C(=O)NCCc2ccc(S(N)(=O)=O)cc2)c1C	3	-2	4	0	-12	-4	6	-3
CCc1nnc(NC(=O)CSc2nnc(COc3ccccc3C)o2)s1	2	-11	-8	-5	1	-9	-10	2
Cc1ccc(-n2cc(C(=O)c3ccc4ccccc4c3O)cn2)cc1	-2	-10	-3	-5	0	0	-3	-13
CCOC(=O)c1cc2ccccc2nc1C	0	1	-3	-1	16	-14	-9	8
Clc1cccc(N/N=C(\Cc2nc3ccccc3[nH]2)c2ccccc2)c1	0	23	14	-11	12	32	-6	0
